PglD inh – inhibitors of Campylobacter jejuni PglD acetyltransferase; inhibition, % at 12.5 µM; purified PglD enzyme, DTNB colorimetric CoA detection; hit rate 0.098% among 360,000; in the data active = inhibition above about 16%, passing the limit was not always enough; inconclusive = no clear call, values can overlap the other calls; also: strong numbers were not always called active
PGC1a acetyl inh – PGC1a acetylation modulation, inhibitor mode; hit rate 0.17% among 350,000; U2OS PGC1a acetylation, AlphaScreen anti-acetyl-lysine; with virally co-expressed GCN5 acetyltransferase; AID 651687; inhibition, % at 15.6 µM;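 active = every replicate shows inhibition of at least 40%; inconclusive = mean inhibition at least 40% but some replicate below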;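 also: 0% = neutral control wells and 100% = positive control wells; some results beyond the cut were filed as inactive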
An asterisk follows results filed as active; ? = inconclusive. This is a subset (hit frequency here may not be typical).

SMILES | PglD inh | PGC1a acetyl inh
CCOc1cc(C)nc(N2CCC(C(=O)Nc3ccccc3OCC)CC2)n1 | 0.5 | 7.7
N#Cc1ccccc1S(=O)(=O)N1CCN(c2ccc(S(=O)(=O)N3CCOCC3)cn2)CC1 | 1.7 | 0.9
CCc1ccccc1N1C(=O)C2CC(C)=C(C)CC2C1=O (configuration not stated) | 4.3 | 2.4
O=C(Cc1ccc(-c2ccccc2)cc1)N1CCOCC1 | -2.7 | -6.6
Cc1ccc(-c2cc(C(F)F)n3ncc(C(=O)N4CCN(c5cccc(C)c5C)CC4)c3n2)cc1 | 1.9 | 9.3
CCC1(C)Cc2c(sc3c2c2ncnn2c2nnc(SCC(=O)NCc4ccco4)n32)CO1 (configuration not stated) | 2.9 | 9.9
CCOC(=O)C1CCCN(Cc2ccccc2F)C1 (configuration not stated) | -0.8 | 10.0
O=C(CNS(=O)(=O)c1ccc(Br)s1)N1CCCC1 | 0.2 | -7.4
CC(C)(C)OC(=O)NCCCCCNC(=O)c1[nH]cnc1C(=O)N[C@@H](CCCCNC(=O)OC(C)(C)C)C(=O)OC(C)(C)C | 1.2 | -59.0
COc1ccc(-c2nnc(SCC(=O)Oc3ccc(C)cc3)o2)cc1 | -4.9 | -5.7
Nc1n[nH]c2c1C1(CCCC1)Cc1ccccc1-2 | -1.5 | 15.2
O=C(Nc1nnc(CCc2ccccc2)s1)c1cccs1 | 1.3 | -6.4
CCC(=O)Nc1cccc(C(=O)/C=C/c2ccccc2)c1 | 7.2 | ?
O=C(CN1C(=O)c2cccc3cccc1c23)Nc1ccc(S(=O)(=O)N2CCOCC2)cc1 | 1.6 | -22.9
CC(OC(=O)c1cc2sccc2n1C)C(=O)NCCc1ccccc1 (configuration not stated) | 3.9 | -2.3
CCOC(=O)C1(C)NC(c2ccco2)C2C(=O)N(c3ccc(C)cc3)C(=O)C21 (configuration not stated) | -6.5 | -1.3
Cc1cccc(NS(=O)(=O)c2ccc(C)c(C(N)=O)c2)c1 | 3.2 | -16.6
CC(=O)N1CCN(c2nc(-c3ccco3)c3c(c2C#N)CC(C)(C)SC3)CC1 | -1.5 | -2.6
CCOc1c(Br)ccc2c1sc1nc[nH]c(=O)c12 | -13.4 | 25.5
O=C(OCC(=O)N1CCN(C(=O)c2ccco2)CC1)c1sc2ccccc2c1Cl | -3.5 | -14.1
COC(=O)c1cccc(-n2nnnc2SCC(=O)Nc2cc(C)on2)c1 | -8.8 | -8.6
CC1CCCN(S(=O)(=O)c2ccc3c(c2)C(C)(C)C(=O)N3C)C1 (configuration not stated) | -0.6 | 3.0
CCCC(=O)Nc1sc2c(c1C#N)CC(C)(C)NC2(C)C | 0.0 | -29.4
CCn1cc(C(=O)N2CCN(C3CCCCC3)CC2)c2cc(OC)c(OC)cc2c1=O | 0.1 | -16.6
CCOC(=O)c1[nH]c2ccc(F)cc2c1NC(=O)CCN1CCSCC1 | 0.6 | -3.9
SMILES | PglD inh | PGC1a acetyl inh
Cc1ccc2cc(CN(CCN3CCOCC3)Cc3nnnn3Cc3ccco3)c(=O)[nH]c2c1C | 9.7 | -15.1
Cc1c[nH]c2cccc(OCC(O)CNC(C)(C)C)c12 (configuration not stated) | 4.3 | -14.2
CCN(CC)S(=O)(=O)c1ccc(OCC(=O)NCc2ccccc2)cc1 | -4.4 | -8.0
CCOC(=O)n1c(=O)oc2cc(S(=O)(=O)N3CCOCC3)ccc21 | -1.8 | 1.1
CC(=O)Nc1ccc(S(=O)(=O)NCC2CCC(C(=O)NCCCN3CCCC3=O)CC2)cc1 (configuration not stated) | -0.5 | 8.0
COc1ccccc1-c1noc(-c2ccccc2C(=O)N2CCOCC2)n1 | 3.7 | 6.2
COc1ccc(CN2C(=O)CN=C2Nc2cccc(C)c2C)cc1 | -3.6 | -4.1
COc1ccc(Br)cc1/C=N/NC(=O)c1ccc(COc2ccc3c(c2)CCC3)o1 | -5.5 | -10.3
COc1cccc(C(c2sc3nc(C)nn3c2O)N2CCN(c3ccccc3F)CC2)c1 (configuration not stated) | -2.3 | -3.2
CSc1n[nH]c(NCc2ccccc2)n1 | 3.9 | ?
O=C(Nc1ccc2c(c1)oc1ccccc12)N1CCOCC1 | 6.8 | -2.6
COc1ccc(CC(=O)N2CCN(c3ccccn3)CC2)cc1 | 2.7 | 7.6
Cc1ccccc1Cc1c(C)nc2c(C(=O)N3CCN(Cc4ccc5c(c4)OCO5)CC3)cnn2c1C | -2.5 | 14.9
CC(C)(C)c1nnc(NC(=O)NS(=O)(=O)c2ccccc2)s1 | -7.8 | 0.7
CC(NC(=O)OC(C)(C)C)C(=O)Oc1cc2oc(=O)cc(-c3ccccc3)c2cc1Cl (configuration not stated) | -0.2 | 15.7
COc1ccc(-c2noc(Cc3ccccc3OC)n2)cc1 | 7.3 | 45.1
Cc1cc(N2CCCN(C)CC2)nc2cc(Cl)ccc12 | 0.9 | -0.3
CCNC(=S)NS(=O)(=O)c1ccc(Cl)cc1 | 0.6 | 5.8
C=CCNC(=O)C1CC(=O)N(c2ccc(OCC(=O)Nc3cccc(OC)c3)cc2)C1 (configuration not stated) | -4.0 | -0.4
O=C(Nc1ccc2c3c(cccc13)CC2)c1ccco1 | -7.6 | -11.3
O=C1C2C3C=CC(C2C(=O)N1C1CCCCC1)C1C(=O)N(C2CCCCC2)C(=O)C31 (configuration not stated) | -11.3 | 2.2
CCOC(=O)c1c(N)sc2c(NC(C)=O)cccc12 | -1.4 | 43.9
CC(C)(C)c1ccc(C(=O)Oc2ccc3c(c2)OCC3=O)cc1 | -2.7 | 8.9
COc1ccccc1OCC(=O)NNC(=S)NC(=O)c1ccco1 | 2.4 | -20.4
CC(C)[C@H](NC(=O)Nc1cccc(C(F)(F)F)c1)C(=O)O | 5.3 | 2.5

Seven compounds drawn at random from the list so far, as already listed:
SMILES | PglD inh | PGC1a acetyl inh
Cc1c[nH]c2cccc(OCC(O)CNC(C)(C)C)c12 (configuration not stated) | 4.3 | -14.2
CC(NC(=O)OC(C)(C)C)C(=O)Oc1cc2oc(=O)cc(-c3ccccc3)c2cc1Cl (configuration not stated) | -0.2 | 15.7
Cc1ccccc1Cc1c(C)nc2c(C(=O)N3CCN(Cc4ccc5c(c4)OCO5)CC3)cnn2c1C | -2.5 | 14.9
CCOC(=O)c1c(N)sc2c(NC(C)=O)cccc12 | -1.4 | 43.9
CC(C)[C@H](NC(=O)Nc1cccc(C(F)(F)F)c1)C(=O)O | 5.3 | 2.5
CC(=O)Nc1ccc(S(=O)(=O)NCC2CCC(C(=O)NCCCN3CCCC3=O)CC2)cc1 (configuration not stated) | -0.5 | 8.0
O=C1C2C3C=CC(C2C(=O)N1C1CCCCC1)C1C(=O)N(C2CCCCC2)C(=O)C31 (configuration not stated) | -11.3 | 2.2

Next structures:
SMILES | PglD inh | PGC1a acetyl inh
CCCn1nnnc1SCC(=O)c1ccc2c(c1)OCCO2 | -3.1 | 17.2
COc1ccc(S(=O)(=O)Cc2ccc(C(=O)N3CCN(c4ccccn4)CC3)o2)cc1 | -0.5 | -9.0
COc1ccc(NC(=O)CSc2nc3c(sc4ccccc43)c(=O)n2CCCN2CCCC2)cc1 | 1.8 | -11.6
COc1ccc(CCNC(=O)C2CCCN(S(=O)(=O)c3cccc4nonc34)C2)cc1OC (configuration not stated) | 3.6 | -8.3
COCCN(Cc1cc2cccc(C)c2n2nnnc12)C(=O)C(F)(F)F | -6.9 | -0.6
CCOC(=O)NC(NC(=O)OCC)C(=O)c1ccccc1 | -7.0 | -1.1
CCC(C)(C)n1nnnc1C(C(C)C)N1CCC(C(N)=O)CC1 (configuration not stated) | 4.0 | -8.0
Cc1nc(SCC(=O)N2CCc3ccccc32)n[nH]1 | -3.4 | 6.7
COc1ccc(OCCCC(=O)Nc2cc([N+](=O)[O-])ccc2C)cc1 | 4.3 | -10.7
Brc1cccc(-c2nnc(SCc3nc4ccccc4[nH]3)o2)c1 | -7.6 | 3.5
O=c1[nH]c2cc(Cl)ccc2n1-c1ccccc1 | -2.2 | 15.7
COc1ccccc1C(=O)Nc1nc(N)n(-c2ccccc2)n1 | 3.5 | -9.2
CN(C)S(=O)(=O)c1ccc(NC(=O)c2ccc(Br)o2)cc1 | -2.9 | -1.9
CC(=O)c1c(N2CCN(Cc3ccccc3)CC2)[nH]c(-c2ccccc2)nc1=S | -0.3 | 5.2
CCc1nnc(NC(=O)CSc2nc3cccnc3n2C2CCCCC2)s1 | -5.6 | 5.1
CC(C)c1ccc(N2CCN(C(=O)c3ccccc3NC(=O)/C=C\C(=O)O)CC2)cc1 | 7.3 | 6.8
CCN(CC)CCN1C(=O)C(=O)/C(=C(/O)c2cnn(-c3ccccc3)c2C)C1c1cccnc1 (configuration not stated) | 1.8 | -10.2
Cc1ccc(S(=O)(=O)NCCCN(C)C)cc1 | 10.7 | -7.5
Cc1cccc(S(=O)(=O)C(C#N)c2nc3ccccc3nc2N2CCCC2)c1 (configuration not stated) | 4.2 | 13.6
OC1(c2ccc3ccccc3c2)CCN(Cc2ccccc2)C1 (configuration not stated) | -7.2 | -10.5
CC1CC(C)CN(c2ncc3c(n2)CC(c2ccccc2)CC3=O)C1 (configuration not stated) | 3.9 | 0.8
Nc1nc(-c2ccco2)nc(N2CCCCC2)n1 | -1.1 | 4.7
COc1ccc(N2CCN(C(=O)C3CCCO3)CC2)cc1 (configuration not stated) | -1.9 | 9.1
CCCCN(C)CCCNC(=O)c1ccc2c(c1)NC(=O)C(N1CCOCC1)S2 (configuration not stated) | -0.2 | -4.4
COc1cc(C2CC(=O)C=C(O)C2)cc(OC)c1OC (configuration not stated) | 0.4 | -4.5

Three compounds out of the list above, arranged by the value under PGC1a acetyl inh, low to high.
SMILES | PglD inh | PGC1a acetyl inh
COc1ccc(S(=O)(=O)Cc2ccc(C(=O)N3CCN(c4ccccn4)CC3)o2)cc1 | -0.5 | -9.0
Cc1ccc(S(=O)(=O)NCCCN(C)C)cc1 | 10.7 | -7.5
CCCn1nnnc1SCC(=O)c1ccc2c(c1)OCCO2 | -3.1 | 17.2

The list goes on:
SMILES | PglD inh | PGC1a acetyl inh
COc1ccc(Oc2cc(C)c3ccccc3n2)cc1 | 2.4 | 3.2
Cc1nc2ccc3nc(NC(=O)c4ccco4)sc3c2s1 | -2.2 | -10.0
O=C(c1cccc(Cl)c1)N1CCN(Cc2ccccc2F)CC1 | -5.9 | 7.1
O=C(NCC1(c2ccccc2)CCCC1)c1cccc(Br)c1 | -0.3 | 5.9
COc1ccc(-n2c(C)nc3cc(C(=O)O)ccc32)cc1 | -1.9 | 8.9
COc1ccc(C(=O)NC(C)c2nnc(SCC(=O)Nc3nc(C)cs3)n2C)cc1 (configuration not stated) | -0.7 | -5.1
CSCC[C@H](NC(=O)OC(C)(C)C)c1nnc(SCc2ccccc2)o1 | -0.2 | -7.1
Cc1ccc(C)c(NC(=O)CCn2nc(C)cc2C)c1 | -3.8 | 8.0
Cc1cc(N2CCN(c3nc4ccccc4s3)CC2)n2ncnc2n1 | -1.2 | -19.0
CCOc1ccc(S(=O)(=O)Nc2cccnc2)cc1 | -1.7 | 4.9
O=C(C1CCN(S(=O)(=O)c2cccc3cccnc23)CC1)N1CCN(c2ccccn2)CC1 | 1.1 | 7.7
N#CC(C(=O)Nc1cccc(Cl)c1)=C1Nc2ccccc2N1 | -2.7 | -13.4
CC(C)N(C(=O)Nc1ccc2nccnc2c1)C(C)C | 1.6 | 6.9
COCCN1Cc2cccc(C(=O)Nc3cc(C)cc(C)c3)c2C1=O | 17.3 | -3.7
CCN(CC)c1ccc(NC(=O)CN2CCN(CC(=O)Nc3ccccc3F)CC2)cc1 | 9.8 | -19.0
Cc1ccc(C(C)C)c(OCC(=O)Nc2ccc(Cl)cn2)c1 | -6.3 | -22.0
CCN(CCNC(=O)CN1CCN(Cc2ccc(Cl)cc2)C1=O)c1ccccc1 | 3.8 | -10.9
O=C1CC(C(=O)O)C2(CCCC2)O1 (configuration not stated) | 10.0 | 2.7
CC(C)C(=O)NC(=S)Nc1ccccn1 | -1.9 | 6.5
CC(=O)OC(Cn1nc(C)cc1C)c1ccccc1 (configuration not stated) | -3.1 | 2.1
CS(=O)(=O)N(CC(=O)NCCSCc1cccc(Cl)c1)c1ccc2c(c1)OCO2 | 4.8 | 2.7
CCOC(=O)c1nnn(-c2nonc2N)c1-c1cccs1 | -5.4 | 11.9
CCOc1ccccc1NC(=O)CCN1CCN(S(=O)(=O)c2ccc(Br)cc2)CC1 | -3.7 | 1.7
COc1ccc(Br)cc1C1NC(=O)c2c(sc3c2CCN(C)C3)N1 (configuration not stated) | 3.8 | 2.2
CCOc1cc(/C=C2/SC(=O)N(CC(=O)N3CCc4ccccc4C3)C2=O)ccc1OCC(=O)O | 4.7 | 14.0

Exported as labelled records: entries from further up.
Structure: CN(C)S(=O)(=O)c1ccc(NC(=O)c2ccc(Br)o2)cc1
  PglD inh: -2.9 | PGC1a acetyl inh: -1.9
Structure: Cc1ccc(-c2cc(C(F)F)n3ncc(C(=O)N4CCN(c5cccc(C)c5C)CC4)c3n2)cc1
  PglD inh: 1.9 | PGC1a acetyl inh: 9.3

New compounds follow:
SMILES | PglD inh | PGC1a acetyl inh
Cc1nc(SCc2ccccc2)c(C(F)(F)F)c(=O)[nH]1 | 2.5 | 7.7
CCN1C(=O)[C@H]2[C@@H](c3ccc(C)cc3)N3C(=O)N(c4ccccc4)C(=O)[C@@]3(Cc3ccc(Cl)cc3)[C@H]2C1=O | -1.6 | 11.0
CN(C)Cc1c(O)ccc2oc(Cc3ccccc3)cc12 | 1.0 | -13.3
O=C(Cc1c[nH]c2ccccc12)NCc1ccc2c(c1)OCO2 | 0.6 | -1.9
O=C(O)CCCNS(=O)(=O)c1ccc(NCc2ccccc2)c(C(=O)O)c1 | 3.2 | -10.3
c1ccc(C2=NNC(=NC3CC3)SC2)cc1 | 5.1 | 7.6
[O-]/[N+](=C/c1ccc(F)cc1)c1ccc(Cl)cc1 | -4.5 | 16.7
O=C(Nc1ccc2nsnc2c1)NC1CCCCC1 | -3.1 | -6.6
COc1ccc(NC(=O)Cn2nnc(-c3ccccc3NS(=O)(=O)c3ccccc3)n2)cc1 | -6.0 | -11.6
CS/C(=N\S(=O)(=O)c1ccc(N)cc1)NS(=O)(=O)c1cccs1 | -2.7 | -3.5

High-throughput results: PubChem BioAssay, Broad Institute
